Screening results deposited in PubChem by several laboratories.
HCT116 bCat-KO – beta-catenin-lacking colon tumor cell growth suppression | HCT116 beta-catenin knockout viability, CellTiter-Glo, 60 h; active compounds read low | viability, % at 10 µM | hit rate 1.5% among 140,000 | AID 818;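 active = viability at or under a set limit, the compound median less 4 SD, cut at about 6% in these data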;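 also: 0% = Hyamine 1622 control at 20 µM and 100% = untreated cell control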
Yeast lifespan up – extends the lifespan of yeast | S. cerevisiae growth with nicotinamide, OD615; deaD strain in restrictive glucose medium | inhibition of the nicotinamide effect, % at 10 µM | hit rate 0.68% among 130,000 | AID 775;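 active = inhibition above a set limit, placed 3 SD over the median of all compounds, cut at about 26% in these data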;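 also: 0% = nicotinamide-treated wells and 100% = cells grown without nicotinamide; some compounds called inactive have numbers as strong as hits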
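Material: Modified budding yeast, DeaD strain | Medium: Restrictive glucose medium | Probe or stimulus: 1.5 mM nicotinamide | Dosing: Single dose 10 µM compound, 0.25% DMSO | Times: 48 h at 30 °C | Technique: OD615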
Yeast growth inh – chemicals that inhibit yeast BB579 growth in restrictive medium (lifespan-shortening candidates) | hit rate 0.51% among 140,000 | inhibition, % at 10 µM | S. cerevisiae BB579 growth, OD615, 48 h;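 active = inhibition above a set limit, 3 SD over the mean compound inhibition, cut at about 44% in these data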; also: inactives centre near -24
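Test system: Saccharomyces cerevisiae DeaD strain BB579, replicative lifespan model yeast | Buffer or medium: Restrictive CSMM-D medium | Doses: One dose, 10 µM compound with 0.25% DMSO | Incubation: 48 h exposure, 30 °C | Detection: Culture absorbance at 615 nm | Control set: Amphotericin B at 10 µg/mL as positive control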
NPY-Y2 antag – NPY-Y2 (human) receptor antagonism; NPY-Y2 expressing cells, antagonist mode; inhibition, % at 2.7 µM; hit rate 0.99% among 140,000; in the data active = inhibition above about 17%;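 also: 0% = vehicle with agonist challenge and 100% = reference antagonist with challenge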
Target sequence (P49146 whole entry, looked up): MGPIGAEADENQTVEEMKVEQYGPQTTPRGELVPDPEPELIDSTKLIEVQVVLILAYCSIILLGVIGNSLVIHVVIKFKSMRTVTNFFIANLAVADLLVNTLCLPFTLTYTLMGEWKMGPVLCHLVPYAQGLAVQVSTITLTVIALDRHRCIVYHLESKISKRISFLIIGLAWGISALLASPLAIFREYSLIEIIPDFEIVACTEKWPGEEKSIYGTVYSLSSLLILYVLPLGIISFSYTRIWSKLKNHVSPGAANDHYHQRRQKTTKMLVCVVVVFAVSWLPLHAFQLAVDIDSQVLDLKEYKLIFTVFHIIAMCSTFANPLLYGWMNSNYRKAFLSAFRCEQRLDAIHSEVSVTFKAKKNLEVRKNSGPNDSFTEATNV
MRP1 act – activators of MRP-1; H69AR cells + doxorubicin, viability rescue, CellTiter-Glo; viability increase, % at 10 µM; hit rate 0.61% among 140,000;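 active = viability gain under doxorubicin at or above a set limit, the compound median plus 3 SD, cut at about 4.7% in these data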;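 also: MRP-1 overexpressing cells given doxorubicin 25 µM after compound pretreatment; 18-22 h compound pretreatment then 72 h with doxorubicin before readout; 0% = doxorubicin-only wells and 100% = vehicle-treated cells without doxorubicin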
E-sel TNF inh – TNF alpha driven E-selectin expression inhibition; HUVEC TNFa-induced E-selectin immunofluorescence, high content; inhibition, % at 2 µM; hit rate 0.71% among 120,000;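 active = inhibition above the batch mean plus 3 SD, and confirmed as a hit on visual image review, cut at about 43% in these data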;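 also: 0% = TNF-stimulated DMSO wells and 100% = unstimulated control wells; not every result past the cut was called active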
Measles CPE – protection of cells from measles virus. hit rate 1.5% among 140,000. protection (pct of control), % at 4 µM. Measles virus-infected cells, CPE protection, absorbance. AID 841; in the data active = protection mostly above about 24%, no sharp cut-off; inactive = mostly below about 26%; also: some compounds called inactive have numbers as strong as hits
GALR2 blocker – antagonists of human galanin receptor 2 (GALR2); GALR2-expressing cells, antagonist mode; inhibition, % at 4 µM; hit rate 0.39% among 140,000; in the data active = inhibition above about 27%;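 also: cells stimulated with galanin 1-16 at roughly its EC80; 0% = agonist challenge control and 100% = basal control without agonist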
Target sequence (O43603 whole entry, looked up): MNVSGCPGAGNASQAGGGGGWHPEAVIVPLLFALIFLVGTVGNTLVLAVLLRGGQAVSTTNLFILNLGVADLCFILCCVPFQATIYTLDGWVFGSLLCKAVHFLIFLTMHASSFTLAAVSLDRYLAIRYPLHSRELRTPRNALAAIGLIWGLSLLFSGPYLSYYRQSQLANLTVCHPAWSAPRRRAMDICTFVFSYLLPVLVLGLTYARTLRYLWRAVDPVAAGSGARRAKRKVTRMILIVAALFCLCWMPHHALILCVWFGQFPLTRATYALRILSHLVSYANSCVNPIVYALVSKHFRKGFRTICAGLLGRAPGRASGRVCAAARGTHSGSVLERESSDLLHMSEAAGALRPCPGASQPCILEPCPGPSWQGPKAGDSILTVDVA
HCT116 PTEN-null – PTEN-deleted cell growth suppression. viability, % at 10 µM. AID 827. hit rate 1.2% among 140,000. HCT116 PTEN-null viability, CellTiter-Glo, 60 h; active compounds read low;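 active = viability at or below a set limit, 4 SD under the median of all tested compounds, cut at about 3.7% in these data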;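 also: PTEN knockout HCT116 line with beta catenin targeted HCT116 as companion control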
Phagocytosis inh – inhibitors of macrophage phagocytosis; J774A.1 macrophage IgG-bead phagocytosis, imaging; inhibition, % at 5 µM; hit rate 0.07% among 110,000; AID 1029;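 active = inhibition above the mean of the plate negative controls plus 5 SD, cut at about 13% in these data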;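 also: phagocytic index as fraction of beads internalized from green versus red external bead signal; plate controls were DMSO negative control for no effect and cytochalasin-D positive control for full effect; some results beyond the cut were filed as inactive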
Active calls of the source: *; / = not tested or not shown.

structure,HCT116 bCat-KO,Yeast lifespan up,Yeast growth inh,NPY-Y2 antag,MRP1 act,E-sel TNF inh,Measles CPE,GALR2 blocker,HCT116 PTEN-null,Phagocytosis inh
CCCC/C(O)=C1\C(=O)CC(C)(C)CC1=Nc1ccccc1OC,81.5,-5.7,-6.2,8.7,-2.6,10.3,3.6,4.8,80.9,1.2
CNC(=S)NNC(=O)c1cccn(Cc2ccc(Cl)cc2Cl)c1=O,96.3,-12.4,-26.8,-1.3,-5.7,13.2,5.8,-2.4,91.5,/
CCCN(CCC)c1nc(N)nc(-c2cc(Cl)ccc2OC)n1,82.1,-6.4,-5.7,1.2,-3.3,-8.4,-1.0,13.3,83.1,-1.2
CCCNc1ccc(S(=O)(=O)N(CC)CC)cn1,90.7,-1.2,13.3,3.0,-0.7,-7.1,5.1,-1.9,99.3,-3.1
O=C(CSc1ncn(-c2ccccc2)n1)NCc1ccccc1,87.0,-16.8,-32.8,1.8,-2.4,0.6,0.5,-4.0,83.8,-3.7
CCOC(=O)C(NC(=O)CC)C(O)c1cccc([N+](=O)[O-])c1 (stereo not given),99.5,2.6,11.0,3.1,-0.1,/,4.1,6.8,102.3,-1.2
C=CCNc1ncnc2c1[nH]c1ccccc12,42.3,-9.3,-5.3,5.1,-1.9,45.8,12.6,24.2,58.5,1.3
Cc1cc(Oc2nc3c(C)cccn3c(=O)c2/C=C(\C#N)S(=O)(=O)c2ccc(Cl)cc2)ccc1Cl,3.9*,-1.4,-13.8,-1.4,-5.4,-28.8,10.6,-7.8,1.4*,-10.3
COc1c(F)c(F)c(C(=O)Nc2ccccc2N2CCN(C(C)=O)CC2)c(F)c1F,81.8,-12.4,-20.4,0.8,-0.8,7.6,19.3,-2.3,82.5,0.5
O=C(Nc1nnc(SCc2ccc(F)cc2)s1)C1CC(=O)N(Cc2ccccc2)C1 (stereo not given),82.4,0.1,-4.5,2.9,-0.5,-1.4,8.2,1.2,93.3,-6.5
COc1ccc(Cl)cc1N1C(=O)C2CCCN2C1c1ccccc1F (stereo not given),97.7,-2.0,-26.8,1.3,-3.1,19.5,7.7,5.8,101.5,/
O=C(O)CCN1C(=O)c2ccc(NC(=O)c3cccs3)cc2C1=O,87.3,-15.8,4.9,-1.4,-2.0,14.5,13.6,12.0,90.3,1.1
CS(=O)(=O)N(CC(=O)NCCC1=CCCCC1)c1ccc2c(c1)OCO2,83.6,-8.6,-14.7,3.1,-3.0,7.6,11.1,8.6,91.8,0.6
COCCN(C(=O)Cn1nnc2ccccc21)C(C(=O)NC1CCCCC1)c1ccc(OC)cc1OC (stereo not given),92.1,/,-44.5,19.4*,-1.1,-9.4,17.2,-1.1,93.2,/
Cc1oc2c(C)c(O)ccc2c(=O)c1-c1cnn(-c2ccccc2)c1,102.7,-28.3,-29.2,5.1,0.0,59.2*,5.7,20.4,95.1,/
COC(=O)c1cccc(NC(=O)c2cccnc2)c1,84.1,-29.4,-31.7,-2.6,-0.9,-9.9,22.6,-9.9,96.5,/
O=C1NC(c2ccncc2)C(C(=O)c2cccs2)C(O)(C(F)(F)F)N1 (stereo not given),104.7,-17.6,2.0,-2.4,-0.6,/,10.9,2.9,94.7,/
C/C(=C\c1ccco1)C1C(C#N)=C(N)Oc2n[nH]c(-c3ccc(C)cc3)c21 (stereo not given),100.3,-1.1,-88.1,2.6,-0.9,-51.4,23.8,-0.2,106.0,-1.2
COc1ccc(C/C(N)=N/OC(=O)c2cccc([N+](=O)[O-])c2)cc1,99.1,-4.9,-26.3,7.5,-1.9,4.0,7.2,6.3,91.9,/
Cc1ccc(OC(F)F)c(NC(=O)Nc2cccc(C(F)(F)F)c2)c1,22.7,-14.1,-1.7,-2.8,-2.3,11.6,18.8,20.2,17.4,1.8
Cc1cc(NC(=O)c2c(Br)c(C)nn2C)no1,102.3,-1.6,6.8,2.6,1.8,/,7.8,7.1,97.8,-2.3
O=C(Cc1ncc(C(F)(F)F)cc1Cl)Nc1cccc(Br)c1,79.7,-19.0,-28.2,3.1,-3.7,-8.3,7.2,-6.8,73.9,/
CNc1nc(C)c(C(=O)OCc2ccccc2)s1,100.1,-19.9,-22.1,2.5,-0.7,-12.2,4.2,-1.3,102.5,-2.3
O=C(CS(=O)(=O)Cc1ccccc1)N1CCN(c2cccc(C(F)(F)F)c2)CC1,83.6,-2.2,-28.5,10.8,-1.0,-11.2,3.4,-5.4,85.5,-3.2
Cc1cc(Cl)c(S(=O)(=O)N(C)C)cc1OCC(N)=O,82.8,/,-22.9,2.4,-0.9,-20.3,20.5,-11.0,101.2,/
COc1ccccc1Cn1c(=O)c2ccccc2n2c(Sc3ncnc4sccc34)nnc12,8.7,-3.4,-40.9,4.3,-7.0,6.5,3.0,-12.3,5.1,0.7
N/C(Cc1ccccc1)=N\OC(=O)c1cccc2ccccc12,60.9,-8.5,83.9*,5.0,-5.3,-6.0,7.7,23.2,55.9,-2.5
O=C(CC12CC3CC(CC(C3)C1)C2)N1CCCOC1,87.4,0.9,2.9,4.0,-0.6,-6.0,21.2,14.0,86.0,-0.9
COC(=O)NNC(=O)COc1ccccc1C,95.3,-3.5,-25.1,3.0,-1.2,/,3.6,12.9,102.7,-1.2
O=c1[nH]c(Cc2ccccc2)nc2c1oc1ccccc12,95.9,-9.9,-36.8,0.2,-0.9,3.3,8.0,3.8,104.7,-1.4
Cc1ccc(C#N)c(SCc2cc3c(cc2Cl)OCO3)n1,97.1,1.2,-10.4,0.1,-2.9,/,0.2,-0.7,106.3,-3.5
O=C(CN1C(=O)C2CC=C(Cl)CC2C1=O)Nc1ccc(C(=O)O)cc1 (stereo not given),89.8,4.7,-73.7,-1.4,-0.4,-26.1,6.5,-3.6,108.1,1.6
CCOC(=O)c1nnn(-c2nonc2-n2cccc2)c1CN1CCC(C(=O)OCC)CC1,93.3,1.9,-25.7,-2.2,-1.1,2.9,4.7,-8.3,98.3,/
O=C(Nc1nc2n(n1)C(c1ccccc1)C=C(c1ccccc1)N2)c1ccco1 (stereo not given),94.6,-3.8,-37.3,4.1,-1.4,/,5.9,2.0,83.0,/
O=C(CN1CCCCC1)NC(=O)NCc1ccccc1,99.2,6.0,-36.4,4.1,-1.5,/,12.6,2.7,93.6,1.3
N/C(=N\OC(=O)c1ccc(Cl)cc1Cl)c1ccccc1,70.1,-13.2,95.6*,2.1,-4.5,8.4,9.7,-2.8,68.0,-1.9
Cc1ccc(NC(=O)C(C)Sc2nc(=O)cc(N)n2-c2ccccc2)cc1 (stereo not given),89.4,-10.0,-26.7,0.7,-0.4,15.9,17.1,-7.4,93.2,/
O=c1c2c([nH]c3ccccc13)C(=C1CCCC1)CC2,94.4,-3.7,-50.4,4.3,-0.3,/,8.1,-14.9,101.9,-0.3
COC(=O)c1sc2ccccc2c1NC(=O)c1ccc(S(=O)(=O)N2CC(C)CC(C)C2)cc1 (stereo not given),74.6,-0.5,-25.3,2.1,-0.5,/,6.4,0.4,82.1,-15.2
CC(=O)c1ccc(N2CCN(C(=O)c3ccc(Br)cc3)CC2)c(F)c1,87.2,-0.3,38.9,-0.9,-0.6,11.9,2.6,-2.8,82.5,-0.5
OC(C#CCN1CCCC1)c1ccccc1 (stereo not given),101.9,-11.9,-33.9,7.0,1.1,-7.1,10.2,3.8,108.7,-0.4
Cc1ccc(S(=O)(=O)c2nc(Nc3ccccc3N3CCOCC3)sc2Cl)cc1,76.9,-12.2,-11.9,6.4,-0.4,-17.9,8.8,-9.7,73.8,/
CCOC(=O)N1CCC(NC(=O)c2cc(C(=O)NCc3ccc(F)cc3)ccc2CO)CC1,91.7,-2.0,-24.4,-2.2,-0.8,/,10.6,-11.3,88.7,2.0
CCOC(=O)c1c(NC(=O)C2=C(C)NC(=S)NC2c2ccc(F)cc2F)sc(C)c1C (stereo not given),39.5,-6.2,-22.6,3.5,-0.5,/,/,-6.6,31.6,-9.2
COc1ccccc1-n1nnnc1SCc1cc2c(cc1Br)OCO2,61.9,5.6,-62.5,10.1,0.1,-32.4,3.0,-1.7,56.9,2.5
CCOc1cc(C(=O)Nc2ccc(F)cc2)cc(Br)c1OC,93.7,-6.5,-40.2,3.3,1.8,/,12.4,15.1,83.7,1.3
Cc1cc(OC(C)C)nc(-c2ccccc2O)n1,89.0,-15.0,-55.0,2.5,0.4,16.0,7.0,-11.7,105.8,-0.8
CCCN1C(=O)/C(=C/c2nc3ccccc3c(=O)[nH]2)c2ccccc21,66.2,9.6,-37.1,1.4,-3.0,-20.7,11.8,2.4,64.0,-1.1

Quoted at random: 3 records from the list
structure,HCT116 bCat-KO,Yeast lifespan up,Yeast growth inh,NPY-Y2 antag,MRP1 act,E-sel TNF inh,Measles CPE,GALR2 blocker,HCT116 PTEN-null,Phagocytosis inh
COC(=O)c1cccc(NC(=O)c2cccnc2)c1,84.1,-29.4,-31.7,-2.6,-0.9,-9.9,22.6,-9.9,96.5,/
CCOc1cc(C(=O)Nc2ccc(F)cc2)cc(Br)c1OC,93.7,-6.5,-40.2,3.3,1.8,/,12.4,15.1,83.7,1.3
O=C(O)CCN1C(=O)c2ccc(NC(=O)c3cccs3)cc2C1=O,87.3,-15.8,4.9,-1.4,-2.0,14.5,13.6,12.0,90.3,1.1

Whole records, quoted from the list.
`CCOc1cc(C(=O)Nc2ccc(F)cc2)cc(Br)c1OC` in the list: HCT116 bCat-KO = 93.7; Yeast lifespan up = -6.5; Yeast growth inh = -40.2; NPY-Y2 antag = 3.3; MRP1 act = 1.8; E-sel TNF inh = /; Measles CPE = 12.4; GALR2 blocker = 15.1; HCT116 PTEN-null = 83.7; Phagocytosis inh = 1.3
`CCCN1C(=O)/C(=C/c2nc3ccccc3c(=O)[nH]2)c2ccccc21` in the list: HCT116 bCat-KO = 66.2; Yeast lifespan up = 9.6; Yeast growth inh = -37.1; NPY-Y2 antag = 1.4; MRP1 act = -3.0; E-sel TNF inh = -20.7; Measles CPE = 11.8; GALR2 blocker = 2.4; HCT116 PTEN-null = 64.0; Phagocytosis inh = -1.1
